Bioassay records as filed in PubChem BioAssay.
aSyn 5UTR inh: MLPCN primary screen, SNCA 5' untranslated region. alpha-synuclein 5'UTR reporter, inhibitor activity. inhibition, % (tested at 7.5 µM). 300,000 compounds, 0.82% hits; in the data active = inhibition above about 60%;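 also: H4 neuroglioblastoma cells stably carrying SNCA 5'UTR luciferase fusion; 0% = DMSO wells and 100% = positive control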
KLF5 inhibitor: inhibitors of KLF5 expression | DLD-1 KLF5 promoter-luciferase reporter, luminescence | inhibition, % at 5 µM | 290,000 compounds, 0.23% hits | AID 1700;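 active = inhibition above a per-plate limit of that plate's mean compound inhibition plus 3 SD, cut at about 60% in these data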;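 also: 0% = DMSO wells and 100% = LY294002 at 200 µM; higher means less KLF5 promoter-driven luciferase light; inactives centre near -14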
AI-2 QS modul: modulates the Vibrio harveyi AI-2 quorum sensing system. Vibrio harveyi JMH597 AI-2 luminescence/OD600 ratio, 9 h; active compounds read low; strain lacks LuxN and CqsS sensors; 0 = neutral-control median. activity change, % at 7.5 µM. 300,000 compounds, 0.4% hits; in the data active = activity change below about -75%, passing the limit was not always enough;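 also: luminescence divided by OD600 gain over 9 h not by final OD600 alone; inactives centre near 13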
HSF1 inhib: HSF1 inhibition | activity change, negative = inhibition, % at 7.5 µM (by protocol) | AID 2098 | 300,000 compounds, 0.77% hits | NIH3T3-HGL HSE-luciferase, MG132-induced, luminescence 8 h; active compounds read low;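 active = more than half of replicate wells show activity change below -50%, luminescence cut by over half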;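 also: luciferase reports HSF-1 transcriptional activity via heat shock element; 0% = median of DMSO wells and -100% = zero luminescence signal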
Platelet DG rel: platelet dense granule release activity | AID 1663 | human platelet-rich plasma, SFLLRN dense granule ATP release, luminescence | 300,000 compounds, 0.22% hits | inhibition, %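 (compounds screened at 7.5 µM in platelet-rich plasma)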;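 active = mean replicate score, as percent of positive control, at or above 50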
HIF activator: HIF pathway transcriptional activation. U2OS HRE-luciferase reporter, luminescence; normalized: DMSO 0%, desferrioxamine 100%. activation, % at 7.5 µM (by protocol). 300,000 compounds, 0.32% hits. AID 1910;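 active = mean activation of at least 10% of the iron chelator positive control signal, with at least half of replicates also reaching 10%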
HDAC3 inhib: human HDAC3 inhibition; inhibition, % at 8.3 µM; recombinant HDAC3, fluorogenic peptide/trypsin coupled, fluorescence; 320,000 compounds, 0.15% hits; O15379; in the data active = inhibition above about 26%, passing the limit was not always enough
Target sequence (O15379 whole entry, looked up): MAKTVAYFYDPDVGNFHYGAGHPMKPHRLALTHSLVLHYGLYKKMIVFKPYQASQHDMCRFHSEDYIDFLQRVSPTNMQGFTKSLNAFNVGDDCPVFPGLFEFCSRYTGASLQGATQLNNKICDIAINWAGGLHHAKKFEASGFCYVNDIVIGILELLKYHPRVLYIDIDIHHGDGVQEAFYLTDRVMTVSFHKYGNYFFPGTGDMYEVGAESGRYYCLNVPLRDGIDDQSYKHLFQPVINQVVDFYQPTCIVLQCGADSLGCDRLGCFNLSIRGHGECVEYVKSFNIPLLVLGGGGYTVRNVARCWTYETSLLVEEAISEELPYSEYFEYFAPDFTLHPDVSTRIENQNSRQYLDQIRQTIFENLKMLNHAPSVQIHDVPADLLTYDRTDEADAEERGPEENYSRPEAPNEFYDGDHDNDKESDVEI
IEC-6 tox: kills IEC-6 intestinal cells in KLF5 counter-screen; 290,000 compounds, 0.78% hits; inhibition, % at 5 µM; IEC-6 cytotoxicity, luminescence viability; in the data active = inhibition above about 22%;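 also: 0% = plate median of test compound wells and 100% = cytotoxic reference compound wells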
HSP90 inh: HSP90 refolding inhibition in rabbit reticulocyte lysate; luciferase refolding luminescence, 3 h; inhibition, % at 5.6 µM; 290,000 compounds, 0.91% hits;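 active = inhibition above the screen-wide mean plus 3 SD, computed separately per campaign, cut at about 16% in these data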;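 also: 0% = DMSO wells and 100% = 60 µM geldanamycin wells; inhibitors lower the luminescence because luciferase stays unfolded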
HSF-1 act: increases HSF-1 driven luciferase reporter signal | NIH3T3-HGL HSF-1 luciferase reporter, MG132, 8 h; 100% = twice DMSO control signal | activation, % at 9 µM | AID 504408 | 300,000 compounds, 1.7% hits;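 active = mean replicate activation of at least 50% with a set share of replicates each reaching 50%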;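 also: 0% = median of the neutral control wells and 100% = twice that signal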
* marks the source's active call; other numbers are inactive results.

Results for COc1cc2c(cc1OC)C1C(C(=O)Nc3ccccc3N3CCN(C)CC3)c3ccccc3C(=O)N1CC2 (stereo not drawn) ?
aSyn 5UTR inh: -11; KLF5 inhibitor: -25; AI-2 QS modul: 18; HSF1 inhib: -6; Platelet DG rel: -1; HIF activator: -0.4; HDAC3 inhib: 2; IEC-6 tox: 2; HSP90 inh: 0; HSF-1 act: 6

Results for Cc1ccc2[nH]c3c(c2c1)CN(C(=O)CN1CCN(c2cccc(C)c2C)CC1)CC3 ?
aSyn 5UTR inh: 15; KLF5 inhibitor: -26; AI-2 QS modul: 41; HSF1 inhib: 5; Platelet DG rel: 1; HIF activator: -0.4; HDAC3 inhib: 17; IEC-6 tox: -2; HSP90 inh: 3; HSF-1 act: 7

How did Cc1ccc(N(C(=O)Cn2nnc(-c3cccs3)n2)C(C(=O)NC2CCCC2)c2ccncc2)cc1 (stereo not drawn) do in these assays?
aSyn 5UTR inh: -21; KLF5 inhibitor: 9; AI-2 QS modul: 14; HSF1 inhib: 0; Platelet DG rel: 0; HIF activator: 0.3; HDAC3 inhib: -6; IEC-6 tox: -6; HSP90 inh: 2; HSF-1 act: 8

What do the screens show for `Cc1cc(C)c(S(=O)(=O)Nc2ccccc2C(=O)N2CCOCC2)c(C)c1`?
aSyn 5UTR inh: 1; KLF5 inhibitor: 7; AI-2 QS modul: -7; HSF1 inhib: -1; Platelet DG rel: -9; HIF activator: -16; HDAC3 inhib: 2; IEC-6 tox: -4; HSP90 inh: 4; HSF-1 act: 10

What do the screens show for `CCOc1nc(CC(C)C)c2c(c1C#N)CC(C)(C)OC2`?
aSyn 5UTR inh: 30; KLF5 inhibitor: -21; AI-2 QS modul: 4; HSF1 inhib: -5; Platelet DG rel: 14; HIF activator: 1.2; HDAC3 inhib: 2; IEC-6 tox: 1; HSP90 inh: 0; HSF-1 act: -8

How did COc1ccccc1NC(=O)CCCCCN1C(=O)c2cccc([N+](=O)[O-])c2C1=O do in these assays?
aSyn 5UTR inh: 3; KLF5 inhibitor: 0; AI-2 QS modul: 30; HSF1 inhib: 1; Platelet DG rel: 3; HIF activator: -0.7; HDAC3 inhib: -3; IEC-6 tox: -8; HSP90 inh: -2; HSF-1 act: -17

How did CCCC(=O)NC(=S)Nc1ccc(NC(=O)c2cccs2)cc1 do in these assays?
aSyn 5UTR inh: -28; KLF5 inhibitor: -94; AI-2 QS modul: 20; HSF1 inhib: 1; Platelet DG rel: 2; HIF activator: 1.1; HDAC3 inhib: 9; IEC-6 tox: 1; HSP90 inh: -8; HSF-1 act: 16

How did COC(=O)Nc1ccc(S(=O)(=O)NC2CCCCC2)cc1 do in these assays?
aSyn 5UTR inh: 16; KLF5 inhibitor: 3; AI-2 QS modul: 5; HSF1 inhib: -2; Platelet DG rel: -1; HIF activator: 0.1; HDAC3 inhib: 1; IEC-6 tox: 5; HSP90 inh: -3; HSF-1 act: -7

Results for CN1CCN(NC(=O)Nc2cc(Cl)cc(Cl)c2)CC1 ?
aSyn 5UTR inh: 9; KLF5 inhibitor: -18; AI-2 QS modul: 25; HSF1 inhib: -14; Platelet DG rel: 0; HIF activator: -0.7; HDAC3 inhib: -7; IEC-6 tox: 0; HSP90 inh: 7; HSF-1 act: -7

How did CN(C)c1nc2c(c(=O)[nH]c(=O)n2C)n1Cc1ccc(F)cc1 do in these assays?
aSyn 5UTR inh: 0; KLF5 inhibitor: -26; AI-2 QS modul: 37; HSF1 inhib: -2; Platelet DG rel: 34; HIF activator: -0.1; HDAC3 inhib: -1; IEC-6 tox: -1; HSP90 inh: 0; HSF-1 act: 0

How did COc1ccc(N(CC(=O)O)S(=O)(=O)c2ccc(OC)c(OC)c2)cc1 do in these assays?
aSyn 5UTR inh: 22; KLF5 inhibitor: 12; AI-2 QS modul: 23; HSF1 inhib: -1; Platelet DG rel: 1; HIF activator: 0.3; IEC-6 tox: -4; HSP90 inh: 2; HSF-1 act: 1

What do the screens show for `Cc1nn(CC(=O)NCc2cccs2)c(=O)c2nn(-c3ccccc3)c(C)c12`?
aSyn 5UTR inh: 7; KLF5 inhibitor: -17; AI-2 QS modul: 47; HSF1 inhib: -6; Platelet DG rel: -3; HIF activator: -0.6; HDAC3 inhib: 2; IEC-6 tox: 3; HSP90 inh: -1; HSF-1 act: -3

What do the screens show for `COc1ccccc1[C@@H]1C(c2cccc(Cl)c2)=NN(c2ccccc2)[C@H]1C(=O)N1CCOC1=O`?
aSyn 5UTR inh: -17; KLF5 inhibitor: -32; AI-2 QS modul: 17; HSF1 inhib: 0; Platelet DG rel: -2; HIF activator: -0.3; HDAC3 inhib: -6; IEC-6 tox: -2; HSP90 inh: 1; HSF-1 act: -4

Results for Cc1cc(C)nc(NS(=O)(=O)c2ccc(-n3cccc3)cc2)n1 ?
aSyn 5UTR inh: 12; KLF5 inhibitor: 28; AI-2 QS modul: 18; HSF1 inhib: -43; Platelet DG rel: 8; HIF activator: 0.2; HDAC3 inhib: -3; IEC-6 tox: -4; HSP90 inh: 5; HSF-1 act: -56

How did N#CCc1c(C#N)c(N)nc(N2CCCC(O)C2)c1C#N (stereo not drawn) do in these assays?
aSyn 5UTR inh: 12; KLF5 inhibitor: 11; AI-2 QS modul: 25; HSF1 inhib: 3; Platelet DG rel: -3; HIF activator: -1.0; HDAC3 inhib: -2; IEC-6 tox: 2; HSP90 inh: 5; HSF-1 act: 5

What do the screens show for `O=C(NCc1ccc(F)cc1)C1Cc2ccccc2CN1C(=O)c1ccco1` (stereo not drawn)?
aSyn 5UTR inh: 11; KLF5 inhibitor: 0; AI-2 QS modul: 21; HSF1 inhib: -2; Platelet DG rel: 3; HIF activator: -0.9; HDAC3 inhib: 8; IEC-6 tox: -6; HSP90 inh: 1; HSF-1 act: 11

How did CSCC[C@@H](C(=O)NCc1cccs1)N1Cc2ccccc2C1=O do in these assays?
aSyn 5UTR inh: 4; KLF5 inhibitor: -39; AI-2 QS modul: 16; HSF1 inhib: 1; Platelet DG rel: 2; HIF activator: 0.3; HDAC3 inhib: -4; IEC-6 tox: 2; HSP90 inh: -1; HSF-1 act: 13

What do the screens show for `COc1cccc(C(=O)NCCSc2ccc(Br)cc2)c1`?
aSyn 5UTR inh: 13; KLF5 inhibitor: 7; AI-2 QS modul: -12; HSF1 inhib: 9; Platelet DG rel: 3; HIF activator: -0.6; HDAC3 inhib: 1; IEC-6 tox: -3; HSP90 inh: -4; HSF-1 act: 7

How did COc1ccc(NC(=O)CSc2ccc(-c3ccco3)nn2)cc1 do in these assays?
aSyn 5UTR inh: -15; KLF5 inhibitor: -53; AI-2 QS modul: 31; HSF1 inhib: 5; Platelet DG rel: -9; HIF activator: 0.5; HDAC3 inhib: 3; IEC-6 tox: -5; HSP90 inh: -1; HSF-1 act: 2

How did Clc1cccc(CNCCCSc2ncccn2)c1 do in these assays?
aSyn 5UTR inh: 2; KLF5 inhibitor: -19; AI-2 QS modul: 10; HSF1 inhib: 2; Platelet DG rel: 0; HIF activator: -0.4; HDAC3 inhib: 8; IEC-6 tox: -6; HSP90 inh: 0; HSF-1 act: 1

Results for O=C(Nc1cc(Cl)ccc1N1CCOCC1)c1cnccn1 ?
aSyn 5UTR inh: -9; KLF5 inhibitor: -17; AI-2 QS modul: 7; HSF1 inhib: -2; Platelet DG rel: -12; HIF activator: -21; HDAC3 inhib: 5; IEC-6 tox: -1; HSP90 inh: 0; HSF-1 act: -2

Results for Cc1cc(C)cc(OCC(=O)Nc2ccccc2N2CCCCC2)c1 ?
aSyn 5UTR inh: 40; KLF5 inhibitor: -18; AI-2 QS modul: -3; HSF1 inhib: -6; Platelet DG rel: 2; HIF activator: 0.1; HDAC3 inhib: 3; IEC-6 tox: -4; HSP90 inh: 1; HSF-1 act: -6

What do the screens show for `O=C(CSc1nnc(-c2ccncc2)n1Cc1ccco1)Nc1ccccc1F`?
aSyn 5UTR inh: 20; KLF5 inhibitor: 11; AI-2 QS modul: 15; HSF1 inhib: -10; Platelet DG rel: -10; HIF activator: -0.7; HDAC3 inhib: -5; IEC-6 tox: 4; HSP90 inh: 6; HSF-1 act: 7

Results for Cc1c(NC(=S)NC(C)(C)C)c(=O)n(-c2ccccc2)n1C ?
aSyn 5UTR inh: 6; KLF5 inhibitor: -21; AI-2 QS modul: 5; HSF1 inhib: -5; Platelet DG rel: 8; HIF activator: -0.3; HDAC3 inhib: 2; IEC-6 tox: 0; HSP90 inh: -1; HSF-1 act: 14

Results for CCOC(=O)N1CCN(c2ccc(S(=O)(=O)N(Cc3ccccc3)Cc3ccccc3)cn2)CC1 ?
aSyn 5UTR inh: -5; KLF5 inhibitor: 0; AI-2 QS modul: 14; HSF1 inhib: 4; Platelet DG rel: 11; HIF activator: -0.1; HDAC3 inhib: -7; IEC-6 tox: 0; HSP90 inh: 0; HSF-1 act: 12

How did COc1ccc(-c2nnc(NC(=O)CS(=O)(=O)c3ccc(Cl)cc3)o2)c(OC)c1 do in these assays?
aSyn 5UTR inh: 10; KLF5 inhibitor: -12; AI-2 QS modul: 19; HSF1 inhib: 1; Platelet DG rel: 10; HIF activator: -0.3; HDAC3 inhib: 4; IEC-6 tox: -2; HSP90 inh: 3; HSF-1 act: 6

Results for CC(=O)C1=C(Nc2ccc(C)cc2)CC(C)(O)C(C(C)=O)C1c1ccco1 (stereo not drawn) ?
aSyn 5UTR inh: 0; KLF5 inhibitor: 21; AI-2 QS modul: 9; HSF1 inhib: -3; Platelet DG rel: -1; HIF activator: 0.7; HDAC3 inhib: 10; IEC-6 tox: 0; HSP90 inh: 3; HSF-1 act: -24

How did COc1ccc(CC(=O)N2CCc3cc(OC)c(OC)cc3C2C)c(OC)c1 (stereo not drawn) do in these assays?
aSyn 5UTR inh: 17; KLF5 inhibitor: -6; AI-2 QS modul: 19; HSF1 inhib: -2; HIF activator: -0.8; HDAC3 inhib: 3; IEC-6 tox: -4; HSP90 inh: -1; HSF-1 act: -12

Results for Cc1ccc2c(c1)C(c1ccc(F)cc1)N(C(=O)c1cc3ccccc3oc1=O)CC(=O)N2 (stereo not drawn) ?
aSyn 5UTR inh: 14; KLF5 inhibitor: 10; AI-2 QS modul: 3; HSF1 inhib: 5; Platelet DG rel: 11; HIF activator: 0.0; HDAC3 inhib: 13; IEC-6 tox: 2; HSP90 inh: 2; HSF-1 act: 10

What do the screens show for `Cc1ccc(C)c(NC(=O)CCC(=O)NN=C2CCCC2)c1`?
KLF5 inhibitor: 1; AI-2 QS modul: 20; HDAC3 inhib: -12; IEC-6 tox: -2; HSP90 inh: 0

What do the screens show for `O=C1CC(=O)N2N=C(c3ccc([N+](=O)[O-])cc3)SC2=N1`?
aSyn 5UTR inh: 18; KLF5 inhibitor: 5; AI-2 QS modul: 16; HSF1 inhib: 5; Platelet DG rel: -2; HIF activator: -0.5; HDAC3 inhib: 4; IEC-6 tox: 12; HSP90 inh: -3; HSF-1 act: -3

What do the screens show for `NC(=O)c1c(NC(=O)C(=O)N2CCOCC2)sc2c1CCC2`?
aSyn 5UTR inh: -27; KLF5 inhibitor: -36; AI-2 QS modul: 13; HSF1 inhib: 2; Platelet DG rel: 1; HIF activator: 0.5; HDAC3 inhib: -1; IEC-6 tox: 5; HSP90 inh: 0; HSF-1 act: 7

What do the screens show for `CCn1c(Cc2ccc(OC)cc2)nnc1SCC(=O)N1CCN(c2ccccc2)CC1`?
aSyn 5UTR inh: -1; KLF5 inhibitor: -8; AI-2 QS modul: 20; HSF1 inhib: 5; Platelet DG rel: -1; HIF activator: 0.0; HDAC3 inhib: 4; IEC-6 tox: 0; HSP90 inh: 3; HSF-1 act: 1
